Source: PubChem
Autophagy HCS: autophagy modulation, high-content screen. AID 463193. MEF GFP-LC3 puncta imaging; test concentration mostly 10 µM. calls only at 10 µM (by protocol). 190,000 tested, 0.98% active;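 active = percentage of spot-positive cells more than 3 SD above its plate mean, without a fluorescence outlier flag or 80% toxicity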;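 note: spot-positive cell cutoff set from DMSO-treated cells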
Yfh1-depleted yeast: enhancers of respiration in Yfh1-depleted yeast, dose response, Friedreich's ataxia, plus single-dose screen (AID 1465) | S. cerevisiae Yfh1-off respiration, WST-1 reduction, 72 h; higher fold induction means a stronger effect | fold induction at 50 µM; hits with a dose series show EC50 in µM | 220,000 tested, 0.074% active;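 active = fold induction of absorbance versus untreated yeast above a set limit, then at least 30% activation at any dose in follow-up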;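 note: activators that raise dye reduction in frataxin-depleted yeast; strong numbers were not always called active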
Insulin prom up: MIN6 insulin promoter up-regulation; MIN6 insulin promoter-GFP reporter, high-content imaging; hits give high values; z-score at 5 µM; 190,000 tested, 0.3% active;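 active = z-score above 3 at 5 µM with at least 500 cells counted in the well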
b-catenin transl: beta-catenin nuclear translocation modulation. 190,000 tested, 0.3% active. nuclear translocation activity, % at 5 µM. HeLa beta-catenin nuclear translocation, immunofluorescence imaging;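 active = nuclear translocation activity above 50% at 5 µM, with a well cell count of 50 or more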;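 note: per-cell ratio of nuclear to cytoplasmic median beta-catenin stain intensity; plate controls were DMSO negative control for no effect and GSK-3 inhibitor IX positive control for full effect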
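System: Human HeLa cells, endogenous beta-catenin | Compound dosing: 5 µM primary, 0.02–20 µM confirmation | Timing: 24 h compound exposure at 37°C, 5% CO2 | Measured by: Fluorescence imaging of beta-catenin antibody stain plus DAPI | Read-out basis: % activation of per-cell nuclear versus cytoplasmic median beta-catenin signal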
MT stabilize HCS: stabilizes microtubules in HeLa cells | HeLa tubulin immunostaining HCS, 24 h; share of cells brighter than vehicle mean+2SD | % tubulin-high responders, % at 10 µM | 200,000 tested, 0.83% active | AID 2205;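 active = plate Z-score above 3 for both tubulin-high and condensed-nucleus cell shares, with cell loss under 80%, at 10 µM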;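 note: anti alpha tubulin signal scored within the nucleus-defined area of each cell; some results filed as inactive read as strong as hits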
Dynein cargo inh: dynein cargo transport inhibition; 220,000 tested, 0.47% active; AID 1381; 3617.4 mouse cells, GR-EGFP nuclear translocation imaging; test concentration mostly 20 µM; stimulated with dexamethasone, 1 µM; hits give low values; z-score, hits read low;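 active = plate z-score of nuclear minus cytoplasmic receptor signal below a set negative limit, without overly bright fluorescence or cell loss, cut at about -3.5 in these data, passing the limit was not always enough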;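 note: z-score of nuclear minus cytoplasmic ring GR-EGFP intensity difference per well; some compounds called inactive have numbers as strong as hits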
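medium = tetracycline-free induction medium containing charcoal-stripped FBS | probe or stimulus = dexamethasone, 1.0 µM final | timing = 48 h induction, then 1 h compound, then 30 min agonist, 37 °C | detection = automated 10x imaging of fixed Hoechst-stained cells | read-out basis = nuclear versus cytoplasmic GR-EGFP signal, averaged per well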
WT yeast gro inh: growth inhibition of WT yeast, mitochondrial fusion screen; mitochondrial fusion phenotypic screen, WT strain; 190,000 tested, 2.1% active; inhibition, % at 10 µM; in the data active = inhibition above about 58%; tested in S. cerevisiae
HEK293 NOD2/NF-kB: NOD2 signaling inhibitors, cell-based, luminescence, uHTS, HEK293 (AID 1566). HEK293 NOD2/NF-kB luciferase reporter, luminescence; higher % means a stronger effect. inhibition, % at 4 µM, or EC50 in µM where a hit was titrated. 290,000 tested, 0.63% active; in the data active = inhibition above about 50%; note: many of its hits are not listed in these tables
Lipid droplet: modulators of hepatic lipid droplet formation. AML12 mouse hepatocytes, oleate lipid droplets, BODIPY imaging. inhibition, % at 6.5 µM. 240,000 tested, 0.4% active. AID 1656;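 active = lipid droplet intensity inhibited by at least 50%, with more than 500 cells counted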
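Test system: AML12 mouse liver cells; schedule: overnight exposure; technique: high-content imaging of BODIPY-stained droplets and DAPI nuclei; read-out: % inhibition of corrected integrated BODIPY droplet signal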
WT yeast gro inh mutant strain: also measured in WT yeast gro inh; calls as there; inhibition, %; mitochondrial fusion phenotypic screen, mutant strain inhibition
Dynein cargo inh cytoplasmic EGFP: further read-out of Dynein cargo inh, marked with its call; z-score; measured here: cytoplasmic GR-EGFP intensity; hits give high values
Dynein cargo inh nuclear GR-EGFP: second read-out of Dynein cargo inh, no call of its own (marks repeat the call); z-score; measured here: nuclear GR-EGFP intensity;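 lower value marks the stronger effect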
Dynein cargo inh cell count: also measured in Dynein cargo inh; calls as there; z-score; measured here: cell count per field
Insulin prom up cell count: also measured in Insulin prom up; calls as there; cell count; measured here: cytotoxicity, nuclei count;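 total cells summed across four imaged fields per well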
Lipid droplet cells 6.5 µM: also measured in Lipid droplet; calls as there; cell count; measured here: cell count, cytotoxicity flag;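 cells counted across two imaged fields per well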
b-catenin transl cell count 5 µM: further read-out of b-catenin transl, marked with its call; cell count; measured here: cell count, cytotoxicity flag
MT stabilize HCS Hoechst-high %: further read-out of MT stabilize HCS, marked with its call; % Hoechst-high responders; measured here: nuclear condensation Hoechst responders;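 share of cells brighter than vehicle mean plus two SD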
MT stabilize HCS cytotoxicity %: second read-out of MT stabilize HCS, no call of its own (marks repeat the call); toxicity, %; measured here: cytotoxicity by cell density;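 0% = mean cell density of plate MIN control wells and 100% = no cells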
Autophagy HCS cell loss 18 h: also measured in Autophagy HCS; calls as there; toxicity, %; measured here: cell loss, nuclei count;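 cell loss after 18 h compound exposure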
An asterisk follows results filed as active; i = inactive; x = no result given. An excerpt; count on the stated rates, not on these rows.

SMILES	Autophagy HCS	Autophagy HCS cell loss 18 h	Yfh1-depleted yeast	Insulin prom up	Insulin prom up cell count	b-catenin transl	b-catenin transl cell count 5 µM	MT stabilize HCS	MT stabilize HCS Hoechst-high %	MT stabilize HCS cytotoxicity %	Dynein cargo inh	Dynein cargo inh cytoplasmic EGFP	Dynein cargo inh nuclear GR-EGFP	Dynein cargo inh cell count	WT yeast gro inh	WT yeast gro inh mutant strain	HEK293 NOD2/NF-kB	Lipid droplet	Lipid droplet cells 6.5 µM
CN(C(=O)c1ccno1)c1nnc(-c2ccccn2)s1	i	5	i	x	x	x	x	2.3	1.5	9.2	3.7	-0.23	2.7	-1.7	-10	-12	x	x	x
CC(=O)/C(N=Nc1ccc(C(=O)O)cc1[N+](=O)[O-])=C(\C)O	x	x	i	1.4	818	0.6	1349	x	x	x	-0.2	0.14	0.74	-0.42	x	x	-3%	38	631
COc1ccc(Cl)cc1Nc1nc(-c2sc(NC(=O)c3ccco3)nc2C)cs1	i	0	i	x	x	x	x	1.6	1.3	5.5	-1	-0.23	-0.98	1	32	12	26%	x	x
COc1nccnc1NS(=O)(=O)c1ccc(N/C=C2\CCCCC2=O)cc1	i	15	i	-1.3	1257	-1.9	1033	7.7	3.6	22	-0.41	-0.33	0.18	1.3	-3	11	14%	9	723
CCCCOc1ccc(C(=O)NC)cc1	i	-3	i	x	x	x	x	3.0	3.2	7.9	-1.3	-0.27	-0.8	0.33	-6	4	9%	13	692
COC(=O)C(Cc1ccc(O)cc1)NC(=O)C12CC3CC(CC(C3)C1)C2 (stereo not drawn)	i	20	i	0.18	1504	-2.8	1044	2.7	1.0	5.8	0.33	-0.26	0.37	0.2	-16	-24	-5%	-7	604
CCOC(=O)c1ccc(NCc2ccncc2)cc1	i	1	i	x	x	x	x	2.3	1.4	7.3	0.033	-0.17	0.87	-0.56	x	x	x	x	x
c1ccc(Cc2nn3c(COc4ccccc4)nnc3s2)cc1	i	2	i	0.01	1599	1.1	977	2.0	1.5	10	0.76	-0.25	0.53	1.3	5	12	-2%	-9	619
COc1ccccc1N=c1oc2c(OC)cccc2cc1C(=O)NCc1ccco1	i	3	i	-1.6	979	-0.8	1206	6.4	2.9	4.6	-0.75	-0.28	-0.48	0.86	37	38	1%	x	x
CC(C)CNC(=S)NC1CC2CCCC(C1)N2C1CCCCC1 (stereo not drawn)	i	5	i	0.55	1285	-1.3	1122	2.5	1.0	6.9	0.84	-0.23	0.57	0.2	13	-8	17%	-4	619
COc1ccc(-n2c3c(cc(C(=O)N4CCCCC4)c2=O)C(=O)CC(C)(C)C3)cc1	i	31	i	0.22	1488	0.8	1008	4.5	2.9	3.6	0.26	-0.11	-0.032	-0.41	-6	8	4%	-2	646
Cc1ccc(-c2nnc(N3CCN(c4ccccn4)CC3)c3ccccc23)cc1	i	-6	x	-1.2	1214	-0.3	1111	2.9	2.2	6.9	1.3	-0.17	0.78	-1.1	46	30	17%	-8	691
Cc1ccc(C(=O)CSC2=C(C#N)C(c3ccco3)C3=C(CCCC3=O)N2)cc1 (stereo not drawn)	i	-24	i	-2.7	872	130*	418*	20*	50*	28*	-0.52	-0.24	0.34	0.23	13	6	-23%	-4	669
O=C(O)c1cc(S(=O)(=O)NCc2ccco2)c(Cl)cc1Cl	i	4	i	-1.4	1016	-2.1	1176	4.7	2.7	6.3	-0.62	-0.22	-0.076	0.32	10	6	7%	x	x
CCOC(=O)COc1nc(-c2ccccc2)cc(-c2ccco2)c1C#N	x	x	i	-0.13	965	0.4	1330	x	x	x	0.099	-0.25	0.36	-0.43	x	x	23%	-10	750
Cn1nnc(NC(=O)c2ccc([N+](=O)[O-])cc2Cl)n1	i	-2	i	x	x	0.3	1406	2.0	2.1	3.4	-1.2	-0.22	-0.77	0.49	-34	4	10%	-1	600
CCOC(=O)c1cc2occc2n1CC(=O)NC1CCCCC1C (stereo not drawn)	i	-4	i	x	x	-0.6	1233	3.0	1.3	1.2	-0.046	0.058	0.18	0.61	6	-1	16%	-6	723
CC(C)(C)CN1CCNC(=O)C1CC(=O)NCCN1CCCc2ccccc21 (stereo not drawn)	i	-20	i	0.1	1413	1.9	1046	4.1	2.2	4.2	-1.1	-0.24	-0.52	-0.02	3	5	3%	12	702
CCOC(=O)CN1C(=O)NC(C)(c2ccc(OC(F)F)cc2)C1=O (stereo not drawn)	i	2	i	0.54	1155	0.8	820	2.4	2.4	3.1	-0.33	-0.21	0.034	0.81	-13	6	9%	x	x
Cc1ccc(S(=O)(=O)N(C)C)cc1NC(=S)NNC(=O)C1CC1	i	4	i	1.1	1247	-0.1	924	1.8	2.1	1.2	-0.45	-0.083	-0.065	1	-3	16	-7%	5	569
O=C(CSCc1ccccn1)Nc1ccccc1	i	-1	i	-1.2	1294	1.2	1065	3.6	1.3	4.5	-0.31	-0.24	-0.87	0.9	13	26	-14%	4	578
COCC1CCN(Cc2nc(-c3ccc4c(c3)OCO4)no2)C1 (stereo not drawn)	i	-22	i	0.78	1447	-0.7	1004	3.0	0.9	7.8	0.054	-0.38	0.44	0.76	3	3	-42%	-2	739
CC(NC(=S)Nc1ccc(OC(F)F)cc1OC(F)F)C(C)(C)C (stereo not drawn)	i	-4	i	x	x	-0.3	958	2.4	1.7	7.4	-0.15	-0.22	-0.21	-0.12	18	8	17%	2	620
COc1cccc(NC(=O)C2CCCCC2)c1	i	-11	i	0.29	1128	-2.6	1102	4.2	1.8	2.2	-0.98	-0.15	-0.29	0.1	0	1	-16%	11	736
C/C(=C/CCC(C)[C@H]1CC[C@@]2(C)C3=C(CC[C@]12C)[C@@]1(C)CCC(=O)C(C)(C)[C@@H]1CC3)C(=O)O (stereo partly drawn)	i	11	i	0.29	770	5.9	442	3.2	2.5	5.2	-0.5	-0.31	0.13	0.77	41	12	12%	20	736
O=C1c2cccc3c(N4CCCCC4)ccc(c23)C(=O)N1c1ccccn1	i	31	i	0.23	1347	-0.8	1364	4.3	2.0	12	1.3	22	3.7	-0.036	-8	-9	-11%	x	x
COc1ccccc1C1C(C(C)=O)=C(C)N=c2s/c(=C\c3cc(OC)c(OC)c(OC)c3)c(=O)n21 (stereo not drawn)	i	3	i	-0.91	655	-0.7	1256	5.2	4.4	30	-0.62	-0.13	-0.47	0.76	19	9	18%	-22	648
O=C(CNS(=O)(=O)c1ccc(C(=O)N2CCCCC2)cc1)N1CCCCC1	i	9	i	-2.1	775	4.7	1049	i	x	100	1	-0.13	0.85	-0.32	-1	0	6%	2	744
COC(=O)C(CC(C)C)NC(=O)c1cc(OC)c(OC)c(OC)c1 (stereo not drawn)	i	7	i	-0.04	1029	-2.4	1108	3.0	2.0	5.4	-0.68	-0.29	0.26	0.4	-3	11	4%	2	764
Cc1ccc(C(=O)N2N=C(CC(C)C)CC2(O)C(F)(F)F)o1 (stereo not drawn)	i	-6	i	-0.03	1168	-0.2	1012	6.5	2.4	10	-0.32	-0.36	0.07	0.79	-9	12	18%	-8	720

Arranged by the number under Dynein cargo inh nuclear GR-EGFP (rising): some entries from above
Structure | MT stabilize HCS Hoechst-high % | Dynein cargo inh | Dynein cargo inh cytoplasmic EGFP | Dynein cargo inh nuclear GR-EGFP | Dynein cargo inh cell count | WT yeast gro inh mutant strain | HEK293 NOD2/NF-kB
COc1ccccc1C1C(C(C)=O)=C(C)N=c2s/c(=C\c3cc(OC)c(OC)c(OC)c3)c(=O)n21 (stereo not drawn) | 4.4 | -0.62 | -0.13 | -0.47 | 0.76 | 9 | 18%
C/C(=C/CCC(C)[C@H]1CC[C@@]2(C)C3=C(CC[C@]12C)[C@@]1(C)CCC(=O)C(C)(C)[C@@H]1CC3)C(=O)O (stereo partly drawn) | 2.5 | -0.5 | -0.31 | 0.13 | 0.77 | 12 | 12%
c1ccc(Cc2nn3c(COc4ccccc4)nnc3s2)cc1 | 1.5 | 0.76 | -0.25 | 0.53 | 1.3 | 12 | -2%

(next part)
SMILES	Autophagy HCS	Autophagy HCS cell loss 18 h	Yfh1-depleted yeast	Insulin prom up	Insulin prom up cell count	b-catenin transl	b-catenin transl cell count 5 µM	MT stabilize HCS	MT stabilize HCS Hoechst-high %	MT stabilize HCS cytotoxicity %	Dynein cargo inh	Dynein cargo inh cytoplasmic EGFP	Dynein cargo inh nuclear GR-EGFP	Dynein cargo inh cell count	WT yeast gro inh	WT yeast gro inh mutant strain	HEK293 NOD2/NF-kB	Lipid droplet	Lipid droplet cells 6.5 µM
O=C(N/N=C/c1[nH]c2ccccc2c1Cl)c1cccc(Br)c1	x	x	i	-0.41	1330	-3.8	1109	x	x	x	0.99	-0.23	0.071	-0.8	x	x	17%	11	714
Cc1[nH]c2ccccc2c1SCCNC(=O)c1ccc(S(=O)(=O)N2CCCC2)cc1	i	10	i	0.45	1270	5.5	463	2.4	3.6	11	-0.54	-0.27	0.49	0.85	9	-18	2%	-5	732
COc1cc(O)c(C(CC(=O)N2CCOCC2)c2cc(OC)c(OC)c(OC)c2)c(OC)c1 (stereo not drawn)	x	x	i	x	x	0.0	1144	x	x	x	1.6	-0.63	0.77	-1.2	x	x	23%	-20	706
COc1cccc(NC(=O)c2ncc(Cl)c(Cl)c2Cl)c1	i	41	i	0.14	1282	-0.6	1083	2.1	1.8	7.9	-1.3	-0.31	-0.6	1.7	16	21	-25%	7	696
